# High-throughput results from PubChem.
# Mcl1 Noxa PPI: Mcl-1/Noxa interaction inhibition; Q07820; inhibition, % at 21.7 µM; 220,000 compounds, 1.5% hits; AID 1022; TR-FRET Mcl-1/Noxa peptide binding, 2 h;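 active = compounds that cut the protein-peptide binding signal by more than 50% relative to plate controls in a single-dose test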;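 note: His-tagged Mcl-1 with rhodamine Noxa BH3 peptide and terbium anti-His antibody; 0% = Mcl-1 plus Noxa peptide wells and 100% = peptide-only wells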
# Mcl1-Bid inh: disrupts binding of human Mcl-1 to Bid peptide | inhibition, % at 21.7 µM | TR-FRET Mcl-1/Bid-Dy647 peptide binding, 1536-well | 220,000 compounds, 0.97% hits | Q07820;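 active = compounds that cut the binding signal by more than half at the single screening dose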;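 note: His-tagged Mcl-1 with europium anti-His antibody binding Bid BH3 peptide; 0% = Mcl-1 plus peptide wells and 100% = peptide-only wells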
# RGS4-Gao reg: human RGS4-Galphao interaction regulation | AID 1415 | P09471 | Multiplexed bead flow cytometry, RGS4-Galphao binding; actives lie on both sides | binding response (% of control), % at 10 µM | 220,000 compounds, 0.33% hits; in the data active = binding response below about 49% or above about 150%; inactive = in between;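 note: fluorescent Galphao activated with aluminum fluoride binding bead-coupled RGS4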
# Target sequence (P09471 whole entry, looked up): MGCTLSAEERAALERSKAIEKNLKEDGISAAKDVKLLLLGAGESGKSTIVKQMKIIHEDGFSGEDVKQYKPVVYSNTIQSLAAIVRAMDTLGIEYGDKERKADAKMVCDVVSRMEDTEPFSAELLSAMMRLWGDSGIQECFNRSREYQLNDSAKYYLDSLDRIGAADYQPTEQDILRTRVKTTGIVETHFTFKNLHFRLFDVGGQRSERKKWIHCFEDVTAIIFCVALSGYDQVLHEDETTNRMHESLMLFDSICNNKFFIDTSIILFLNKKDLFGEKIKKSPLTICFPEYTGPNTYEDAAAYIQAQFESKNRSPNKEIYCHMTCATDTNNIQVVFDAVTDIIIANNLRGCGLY
# GSH fluor: GSH bead compound fluorescence profile | GSH beads flow cytometry, compound fluorescence 488/530 nm; active compounds read high | fluorescence (KMESF) at 10 µM | 190,000 compounds, 0.25% hits | AID 1776; in the data active = fluorescence above about 89;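 note: glutathione beads carrying GST-tagged Bcl family fusion proteins plus one bare bead set; values are compound well signal with DMSO vehicle wells as background; inactives centre near 16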
# Avidin fluor: avidin bead compound fluorescence profile. Avidin beads, compound fluorescence 488/530 nm, flow cytometry; active compounds read high. fluorescence (KMESF) at 10 µM. 220,000 compounds, 0.38% hits. AID 1775; in the data active = fluorescence above about 47; note: inactives centre near 10
# RGS7-Gao reg: modulates binding of RGS7 to human Galphao. AID 1439. P09471. Multiplexed bead flow cytometry; actives lie on both sides. 220,000 compounds, 0.35% hits. binding response (% of control), % at 10 µM; in the data active = binding response below about 49% or above about 150%; inconclusive = no clear call, values can overlap the other calls; inactive = in between;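 note: fluorescent Galphao held in activated GDP-AlF4 state binding bead-coupled RGS7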
# RGS8-Gao reg: modulates binding of RGS8 to human Galphao. 220,000 compounds, 0.34% hits. multiplexed bead flow cytometry; actives lie on both sides. response (percent of control binding), % at 10 µM; in the data active = response below about 60% or above about 140%; inactive = in between;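 note: Galphao activated as the GDP aluminium fluoride complex binding bead-coupled RGS8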
# Pf gametocyte: inhibitors of late stage P. falciparum gametocyte viability | P. falciparum stage V gametocytes, ATP luminescence, 24 h | AID 743093 | 150,000 compounds, 0.065% hits | inhibition, % at 10.9 µM;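 active = inhibition above the mean plus 3 SD of compounds within the control limits, set per campaign, cut at about 38% in these data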;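 note: 0% = DMSO wells and 100% = medium only without gametocytes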
# Mcl-1 Bim block: inhibitors of Bim-Mcl-1 interaction, human; Q07820; inhibition, % at 10 µM; AID 1009; Bead-based flow cytometry, Bim peptide-Mcl-1 binding; 190,000 compounds, 0.1% hits; in the data active = inhibition above about 40%;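 note: 0% = no compound tracer wells and 100% = peptide blocker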
# ABCG2 block: human ABCG2 inhibition, ABCB1 as counter-screen; 190,000 compounds, 0.1% hits; AID 1325; Q9UNQ0; inhibition, % at 6.6 µM; IgMXP3 cells, JC-1 efflux, flow cytometry;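 active = inhibition above 80%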;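 note: 0% = DMSO and 100% = nicardipine control wells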
# Target sequence (Q9UNQ0 whole entry, looked up): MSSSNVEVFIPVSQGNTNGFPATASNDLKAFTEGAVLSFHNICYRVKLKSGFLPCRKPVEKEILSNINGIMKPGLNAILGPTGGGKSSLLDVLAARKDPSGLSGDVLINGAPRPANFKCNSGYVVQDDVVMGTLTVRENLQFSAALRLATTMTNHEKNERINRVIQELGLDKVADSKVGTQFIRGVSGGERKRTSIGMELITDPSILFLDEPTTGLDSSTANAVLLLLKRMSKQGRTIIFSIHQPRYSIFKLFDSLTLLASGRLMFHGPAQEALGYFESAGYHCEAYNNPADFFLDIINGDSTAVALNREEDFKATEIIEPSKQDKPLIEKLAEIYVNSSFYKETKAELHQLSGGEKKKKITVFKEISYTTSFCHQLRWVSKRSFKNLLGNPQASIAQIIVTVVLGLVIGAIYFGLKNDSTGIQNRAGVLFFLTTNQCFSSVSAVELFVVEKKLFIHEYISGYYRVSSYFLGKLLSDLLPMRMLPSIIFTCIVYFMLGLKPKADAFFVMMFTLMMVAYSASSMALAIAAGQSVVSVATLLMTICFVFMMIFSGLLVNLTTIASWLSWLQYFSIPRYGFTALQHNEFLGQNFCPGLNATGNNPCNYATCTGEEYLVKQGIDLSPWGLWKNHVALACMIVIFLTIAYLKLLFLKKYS
#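 System: two drug-resistant human cell lines, ABCG2 and ABCB1; controls: nicardipine high and DMSO low controls; times: 10 min exposure at 25 °C with rotation, no wash; detection: flow cytometry of retained JC-1 fluorescence; read-out basis: percent efflux inhibition, scaled nicardipine 100% to DMSO 0%; doses: one concentration, 6.6 µM final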
# ABCB1 block: human ABCB1 inhibition, ABCG2 as counter-screen | inhibition, % at 6.6 µM | P08183 | 190,000 compounds, 0.067% hits | CCRF-Adr cells, JC-1 efflux, flow cytometry; in the data active = inhibition above about 40%;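 note: 0% = vehicle and 100% = reference inhibitor; higher value means more JC-1 retained so stronger ABCB1 efflux block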
# * hit, by the source's call; ? = inconclusive; . = not tested or not shown. An unsorted share of the library (roughly 3.3% active in at least one column).
SMILES	Mcl1 Noxa PPI	Mcl1-Bid inh	RGS4-Gao reg	GSH fluor	Avidin fluor	RGS7-Gao reg	RGS8-Gao reg	Pf gametocyte	Mcl-1 Bim block	ABCG2 block	ABCB1 block
Cc1ccc(CN2CCN(Cc3ccc(OCCO)cc3)CC2CCO)o1 (stereo not given)	2	-18	105	14	2	108	105	10	-4	1	-0.1
CC(c1ccccc1)N1CCN(C(=O)CCl)CC1 (stereo not given)	28	-1	99	15	9	?	98	-39	-5	9	0.4
CC(=O)[C@@H]1[C@@H](C(=O)c2ccc(F)cc2)[C@]2(C(=O)Nc3ccccc32)[C@H]2C=Cc3cc(F)ccc3N12	7	-81	100	.	8	?	102	-15	.	.	.
CC(C)(C)C(=O)/C=C/c1ccc(Oc2ccccc2)cc1	16	-26	108	.	5	?	104	.	.	.	.
COc1ccc(/C=N/Nc2ccccc2)cc1Cn1nc(C)c([N+](=O)[O-])c1C	11	-7	100	24	6	101	102	-19	4	0	0.2
Cc1cccc(OC(C)c2ccnc3nc(/N=C/N(C)C)nn23)c1 (stereo not given)	5	9	101	26	27	103	101	.	-3	21	1.1
COc1cccc(CN(C)C(=O)c2cc(COc3ccc4ncccc4c3)on2)c1	7	0	111	14	5	120	109	.	-4	6	0.1
CN1C(=O)C(O)(CC(=O)c2cccc(-n3cccc3)c2)c2ccccc21 (stereo not given)	14	-28	94	25	18	94	93	.	0	8	1.0
N#CCc1nc(-c2cc3ccccc3oc2=O)cs1	14	-18	97	14	10	97	101	3	0	1	0.1
CC(=O)c1sc(N)c(C(=O)OC(C)C)c1C	5	-4	100	20	7	100	97	-7	0	2	0.5
CCC(C)C(NC(=O)C1CCC(C)CC1)C(=O)NCCCN1CCCCC1CC (stereo not given)	5	-26	101	12	6	93	101	-1	0	0	0.0
CCn1nc(C(=O)NNC(=O)COc2ccc(OC)cc2)c2ccccc2c1=O	15	-19	95	14	12	100	100	3	1	6	1.1
Cn1nc(C(C)(C)C)cc1C(=O)NCc1cc(F)cc2c1OCOC2	23	-4	99	.	6	?	100	-14	.	.	.
CCCOCC(O)COc1ccccc1C(=O)N1CCOCC1 (stereo not given)	17	-6	101	10	40	101	100	15	0	0	0.1
COc1ccc(CNC(=O)/C=C/c2ccc(OCCCF)cc2)cc1OC	-9	-23	98	25	4	95	100	-16	-2	11	1.0
O=C(CN(CC1CCCO1)C(=O)CNS(=O)(=O)c1ccccc1)NCc1ccccc1 (stereo not given)	12	-17	94	35	10	92	96	.	-1	-1	0.2
NC(=O)C1CCN(C(=O)COc2ccc(Nc3ccccc3)cc2)CC1	21	-160	92	.	9	?	100	-18	.	.	.
CC(C)Cn1c(=O)[nH]c(=O)c2c(C(F)(F)F)cc(-c3ccccc3)nc21	-1	-14	97	.	.	?	101	-27	.	.	.
Cc1ccc(NC(=O)Nc2cccc(C(F)(F)F)c2)nc1	6	-13	100	12	10	104	100	1	3	13	0.7
CCOc1ccc(C)cc1S(=O)(=O)n1nc(C)cc1C	-11	-28	108	12	8	115	108	-13	-1	3	0.5
Cc1cccc(Oc2ccc(Cl)cc2N)c1	16	3	96	13	16	99	94	-4	3	5	0.4
COc1cc2nc(=S)n3[nH]c(COc4ccccc4C)nc3c2cc1OC	15	-31	95	16	9	96	97	.	5	-5	-0.7
O=C(/C=C/c1cccs1)c1ccc(N2CCOCC2)cc1	13	-26	98	23	9	99	99	7	-6	4	-0.4
N#Cc1c(N2CCN(C(=O)c3ccco3)CC2)nc(-c2ccccc2)c2c1CCCC2	-38	8	96	23	21	96	97	.	-1	3	2.5
Clc1ccccc1CN1CCN(CCCc2ccccc2)CC1	37	13	103	10	18	99	115	-2	0	4	1.2
CC(NC(=O)C(=O)NN=C1CCCCCCCCCCC1)c1ccccc1 (stereo not given)	11	9	102	16	15	98	100	.	-3	6	1.1
O=C1CC(N2CCN(c3ccc(F)cc3)CC2)C(=O)N1c1ccc2c(c1)OCO2 (stereo not given)	18	-36	97	21	8	100	100	3	0	2	0.2
O=C(O)c1c(Cl)c(Cl)c(Cl)c(Cl)c1C(=O)N1CCCCCC1	-3	3	96	9	12	105	115	-1	0	0	-0.3
CCc1ccc(NC(=O)C(=O)NCc2ccccn2)cc1	-18	-17	92	26	11	89	98	2	-1	0	0.2
O=C(Nc1ccccn1)c1ccc(Br)c(S(=O)(=O)N2CCCCC2)c1	12	-34	100	10	3	99	101	9	0	2	1.6
Cc1ccc(-n2c(N)c(C#N)c(-c3ccc(Cl)cc3)c(C#N)c2=O)cc1	3	-12	100	18	10	102	108	-4	-2	2	0.0
Cc1nnc(SCCN2CCOCC2)n1C	16	37	99	25	6	94	98	-26	-3	5	1.1
O=C(O)C1CCCCC1C(=O)Nc1nc(-c2cccs2)cs1 (stereo not given)	12	4	101	19	8	99	99	-21	-4	1	0.5
COc1ccc(S(=O)(=O)N2CCCC2)c(C)c1C	-36	-7	102	36	14	98	99	23	0	2	0.7
Cc1ccc(N(Cc2cc3ccccc3[nH]c2=O)C(=O)c2cccs2)cc1	13	9	104	18	3	101	101	-2	-24	3	2.9
Cc1ccc(Nc2nc3c([nH]2)c(=O)[nH]c(=O)n3C)cc1	29	-39	100	18	7	97	98	.	-3	1	0.0
CCc1ccc(OCCCC(=O)O)c(Br)c1	7	2	101	21	26	103	101	-2	0	31	1.0
O=c1oc2ccccc2c(O)c1C=NCc1ccccn1	-16	-35	100	25	7	94	100	.	-1	0	-0.2
S=C(NCCc1ccccc1)N1CCCCC1	22	-47	105	14	9	109	103	.	5	6	0.4
CCCN(CCC)S(=O)(=O)c1ccc(NC(=O)COc2ccccc2)cc1	2	26	109	15	5	103	106	2	-2	2	0.4
COc1ccc(C(=O)Nc2cc(OC)nc(OC)n2)cc1	-9	-2	102	24	22	102	101	.	-8	2	0.3
O=C(Nc1ccc2oc(-c3ccccc3F)nc2c1)c1ncn[nH]1	3	-5	94	21	13	93	98	.	-1	1	0.0
c1ccc2c(CN3CCCCC3)csc2c1	18	-12	105	6	2	100	103	3	-5	1	0.0
O=C(NC1CCCCC1NC(=O)c1cccs1)c1cccs1 (stereo not given)	1	1	101	20	5	101	101	15	0	1	0.5
Cn1nnnc1SCC(=O)C(C)(C)C	-18	-31	98	23	9	97	98	13	0	4	0.9
CC(CN1CCCCC1)OC(=O)C(C)(c1ccccc1)c1ccccc1 (stereo not given)	17	-29	102	28	5	98	100	14	2	0	0.0
O=C1C(=O)N(CCN2CCOCC2)C(c2ccccn2)/C1=C(/O)c1ccc(F)cc1 (stereo not given)	17	-17	95	16	21	93	96	.	0	17	1.4
O=C(CCNS(=O)(=O)c1ccc(Cl)cc1)OCC(=O)c1ccc[nH]1	0	-31	102	.	4	?	99	-33	.	.	.
C/C(=N\Nc1cc(N2CCOCC2)nc(C)n1)c1cccc([N+](=O)[O-])c1	14	-9	104	11	3	102	104	-19	2	18	5.5
CCOC(=O)NCc1cc(-c2nn(C)c(=O)c3ccccc23)ccc1C	3	-1	102	23	8	100	100	-6	-1	12	2.7

# Quoted at random: 2 compounds from above
SMILES	Mcl1 Noxa PPI	Mcl1-Bid inh	RGS4-Gao reg	GSH fluor	Avidin fluor	RGS7-Gao reg	RGS8-Gao reg	Pf gametocyte	Mcl-1 Bim block	ABCG2 block	ABCB1 block
COc1ccc(S(=O)(=O)N2CCCC2)c(C)c1C	-36	-7	102	36	14	98	99	23	0	2	0.7
CC(CN1CCCCC1)OC(=O)C(C)(c1ccccc1)c1ccccc1 (stereo not given)	17	-29	102	28	5	98	100	14	2	0	0.0

# 4 of these compounds in another layout.
SMILES: O=C1C(=O)N(CCN2CCOCC2)C(c2ccccn2)/C1=C(/O)c1ccc(F)cc1 (stereo not given)
  Mcl1 Noxa PPI = 17	Mcl1-Bid inh = -17	RGS4-Gao reg = 95	GSH fluor = 16	Avidin fluor = 21	RGS7-Gao reg = 93	RGS8-Gao reg = 96	Pf gametocyte = .	Mcl-1 Bim block = 0	ABCG2 block = 17	ABCB1 block = 1.4
SMILES: CC(CN1CCCCC1)OC(=O)C(C)(c1ccccc1)c1ccccc1 (stereo not given)
  Mcl1 Noxa PPI = 17	Mcl1-Bid inh = -29	RGS4-Gao reg = 102	GSH fluor = 28	Avidin fluor = 5	RGS7-Gao reg = 98	RGS8-Gao reg = 100	Pf gametocyte = 14	Mcl-1 Bim block = 2	ABCG2 block = 0	ABCB1 block = 0.0
SMILES: O=C(CCNS(=O)(=O)c1ccc(Cl)cc1)OCC(=O)c1ccc[nH]1
  Mcl1 Noxa PPI = 0	Mcl1-Bid inh = -31	RGS4-Gao reg = 102	GSH fluor = .	Avidin fluor = 4	RGS7-Gao reg = ?	RGS8-Gao reg = 99	Pf gametocyte = -33	Mcl-1 Bim block = .	ABCG2 block = .	ABCB1 block = .
SMILES: CCOC(=O)NCc1cc(-c2nn(C)c(=O)c3ccccc23)ccc1C
  Mcl1 Noxa PPI = 3	Mcl1-Bid inh = -1	RGS4-Gao reg = 102	GSH fluor = 23	Avidin fluor = 8	RGS7-Gao reg = 100	RGS8-Gao reg = 100	Pf gametocyte = -6	Mcl-1 Bim block = -1	ABCG2 block = 12	ABCB1 block = 2.7

# Further results
SMILES	Mcl1 Noxa PPI	Mcl1-Bid inh	RGS4-Gao reg	GSH fluor	Avidin fluor	RGS7-Gao reg	RGS8-Gao reg	Pf gametocyte	Mcl-1 Bim block	ABCG2 block	ABCB1 block
Cc1ccc2nc(CCc3nc4ccc(C)cc4o3)oc2c1	-2	-4	98	5	6	96	100	-66	-4	0	-0.1
CCN(Cc1ccccc1)C(=O)CCc1nnc(CCCc2ccccc2)o1	-2	-48	105	17	14	111	101	7	0	1	-0.4
COC(=O)c1cc(OC)c(OC)cc1NC(=O)c1cc(OC)cc(OC)c1	-10	-17	106	16	11	103	102	6	-3	5	0.1
O=C(Cc1ccccc1)N1CCN=C1SCc1ccc([N+](=O)[O-])cc1	4	5	101	13	12	97	102	.	0	24	1.6
Cc1cc(C(=O)O)c(C)n1-c1ccccc1	-7	-12	102	28	6	99	97	.	-2	0	-0.1
CCOC(=O)c1c(C)[nH]c(C(=O)/C(C#N)=C/c2ccc(OC(F)F)c(OC)c2)c1C	8	-15	98	12	21	97	99	17	-6	27	-0.8
CCC1(C)SC(N)=NN1C(C)=O (stereo not given)	-9	-48	100	10	12	98	99	-29	-1	1	0.4
O=C1CCCC2=C1C(c1ccccc1)C1C(=O)c3ccccc3C1=N2 (stereo not given)	58*	-68	102	7	15	101	100	.	0	8	0.1
COc1ccc(/C=N/NC(=O)c2ccc(COc3ccccc3Cl)o2)cc1	7	-3	104	17	15	104	104	21	0	5	0.6
